Source: PubChem BioAssay
CRFBP-R2 agonist: CRF-BP/CRF-R2 complex agonism. HEK293 CRF-R2/CRF-BP, calcium dye fluorescence (FLIPR); percent of saturating CRF peptide response. activation, % at 13.2 µM. 0.46% of 350,000 active. AID 588473;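 active means activation of at least 50%, plus an integration ratio under a set limit after plate pattern correction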;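 further: plate controls were neutral control wells without compound for no effect and CRF at EC100 for full effect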
MEKK3 PB1 HTS: modulators (inhibitors or enhancers) of MEK5 binding to human MEKK3 PB1 domain | bead-based flow cytometry, Alexa488-MEK5 binding to MEKK3; actives lie on both sides; 0 = blocked by unlabeled MEK5, 100 = vehicle | binding response (% of control), % at 10 µM | 1.4% of 290,000 active | AID 1529;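 active means binding response more than 3 SD above or below the average of its plate-row segment, actives on both sides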;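 further: Alexa488 bead fluorescence after subtracting the streptavidin-only scavenger bead signal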
SUMO HTRF inh: SUMOylation inhibition | P63279 | HTRF SUMOylation assay, SAE1/SAE2 + UBC9, in vitro | inhibition, % at 35 µM | 0.36% of 290,000 active | AID 2006; in the data active means inhibition above about 50%, passing the limit was not always enough; further: strong numbers were not always called active
Target sequence (P63279 whole entry, looked up): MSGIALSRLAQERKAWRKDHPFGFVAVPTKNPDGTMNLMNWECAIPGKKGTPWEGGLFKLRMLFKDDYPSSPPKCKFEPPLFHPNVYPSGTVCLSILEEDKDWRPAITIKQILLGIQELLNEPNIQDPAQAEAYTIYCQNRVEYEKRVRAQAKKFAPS
MEKK2 WT-MEK5: raises or lowers MEK5 binding to wildtype human MEKK2 PB1 domain. 1.1% of 290,000 active. binding response (% of control), % at 10 µM. Q9Y2U5. AID 1531. bead flow cytometry, Alexa488-MEK5 binding to MEKK2 WT; actives lie on both sides; in the data active means binding response below about 67% or above about 130%
GalR3 antagonist: antagonists of human GalR3. HEK293 GalR3-CNG cAMP membrane potential fluorescence; galR3 body fused to GalR1 C-terminus. inhibition, % at 3 µM. O60755. AID 651719. 0.44% of 360,000 active;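 active means inhibition above the screen-wide average plus 3 SD, cut at about 13% in these data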;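 further: forskolin and galanin both at EC90 stimulate the cells; cAMP rise reported by CNG channel membrane potential dye signal; 0% = forskolin plus galanin with DMSO and 100% = forskolin alone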
Target sequence (O60755 1-299 limits assumed): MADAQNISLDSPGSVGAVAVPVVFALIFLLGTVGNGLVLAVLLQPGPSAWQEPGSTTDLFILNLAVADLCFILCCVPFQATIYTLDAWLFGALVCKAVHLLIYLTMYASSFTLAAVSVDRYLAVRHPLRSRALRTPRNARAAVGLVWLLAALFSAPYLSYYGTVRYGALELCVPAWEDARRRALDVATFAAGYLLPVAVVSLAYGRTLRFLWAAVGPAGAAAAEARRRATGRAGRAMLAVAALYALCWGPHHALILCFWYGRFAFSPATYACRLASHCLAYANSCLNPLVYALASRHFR
CRFBP-R2 block: antagonists of CRF-binding protein/CRF-R2 receptor complex. HEK293 CRF-R2/CRF-BP, CRF-induced calcium fluorescence. inhibition, % at 11.8 µM. 0.59% of 350,000 active;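 active means inhibition of the ligand-induced calcium signal above about 50% at the single tested concentration, limit read from the data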
HCV NS3 hel inh: HCV NS3 helicase inhibition | NS3 helicase DNA unwinding, Cy5 molecular beacon fluorescence | inhibition, % at 10.9 µM | 0.56% of 290,000 active | AID 1800;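 active means inhibition above the mean of all tested compounds plus 3 SD, set per campaign, cut at about 35% in these data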;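 further: 0% = DMSO wells and 100% = thioflavine S control wells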
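Compound dosing – single dose, 10.9 µM nominal final, DMSO 0.8% final · System – NS3 helicase fragment of HCV · Buffer or medium – MOPS pH 6.5, MgCl2, DTT, Tween20, BSA · Signal – Cy5 beacon fluorescence read at start and 1 h · Also added – annealed dual-labelled DNA beacon duplex, ATP-started · Schedule – 1 h at 25 °C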
MEKK2 mut-MEK5: signal of MEK5 binding to mutant human MEKK2 PB1 domain; bead flow cytometry, Alexa488-MEK5 binding to MEKK2 mutant; percent response, % at 10 µM; 0.35% of 290,000 active; AID 1530; in the data active means percent response above about 24%, passing the limit was not always enough; further: inactives centre near 1; some results filed as inactive read as strong as hits
FID counter: fluorescent intercalator displacement, NS3 helicase counter-screen; inhibition, % at 7.9 µM; DNA fluorescent intercalator displacement, fluorescence; 0.17% of 290,000 active; in the data active means inhibition above about 37%;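 further: 0% = vehicle and 100% = reference compound; higher means more ethidium bromide displaced from hairpin DNA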
An asterisk follows results filed as active; x = not tested or not shown; [ ] = another dose, or the depositor's remark.

SMILES,CRFBP-R2 agonist,MEKK3 PB1 HTS,SUMO HTRF inh,MEKK2 WT-MEK5,GalR3 antagonist,CRFBP-R2 block,HCV NS3 hel inh,MEKK2 mut-MEK5,FID counter
Nc1ccccc1-c1nc2ccccc2c(=O)o1,0.8,96,-4,97,-3,-11,16,-10,-5
COc1ccc(CCNC(=O)C2CCN(C(=O)c3ccc([N+](=O)[O-])cc3)CC2)cc1,-4.8,103,13,104,-3,17,-5,6,-14
COc1ccc(Cl)cc1C(=O)NCC(c1ccco1)N1CCCC1 (stereo not drawn),-0.9,97,11,97,-2,-7,-7,-3,3
COc1ccccc1-c1nc(SCC(=O)N(C)c2ccccc2)c2c(=O)n(C)c(=O)n(C)c2n1,2.6,103,15,105,-2,21,5,8,-2
Cc1[nH]c(=O)[nH]c(=O)c1/C=C/C(=O)O,-1.0,103,-22,100,-3,5,-2,-2,-3
NCC(=O)c1cccc2ccc[n+]([O-])c12,1.1,106,8,100,-10,-5,4,7,-4
CCc1c(C)sc(NC(=O)c2ccoc2C)c1C(N)=O,0.5,101,-4,106,1,-49,16,5,-8
COc1ccc(N2C(=O)C(CC(=O)Nc3ccccc3)N(Cc3ccccn3)C2=S)cc1 (stereo not drawn),-0.6,100,-43,94,1,-10,-11,-5,-22
O=C(Nc1ccc(F)c(F)c1)c1oc2ccccc2c1NC(=O)C1CCCO1 (stereo not drawn),0.8,101,-11,99,-2,-7,-5,-3,6
CCC(CC)c1nnc(NC(=O)COc2ccc3c(C)cc(=O)oc3c2)s1,-0.7,104,11,114,-7,0,2,5,-3
O=S(=O)(CCc1nnc(-c2ccc(Br)cc2)o1)c1ccc(Cl)cc1,-1.1,97,2,98,-2,4,0,8,-6
Cc1ccc(-c2ccc(=O)n(Cc3ccc(F)cc3Cl)n2)cc1,-0.1,110,1,110,-11,-7,-22,12,-21
C/C(CC(=O)Nc1cccc(Cl)c1C)=N\NC(=O)Cc1csc(N)n1,0.1,103,2,103,-2,7,-16,-2,-4
Cc1ccc(NC(NC(=O)c2ccccc2[N+](=O)[O-])C(Cl)(Cl)Cl)cc1 (stereo not drawn),-0.5,133*,-5,109,-9,-26,5,0,3
Cc1ccc(CN2CCN(CC(=O)N/N=C/c3ccc(C)o3)CC2)cc1,-0.1,101,-5,105,3,-3,-1,8,-2
COc1ccc(OC)c(C2Nc3c(Cl)ccc(C(=O)O)c3C3C=CCC32)c1 (stereo not drawn),1.3,102,19,101,-3,-4,31,6,-21
CCc1ccc(NC(=O)C(=O)NNC(=O)c2cccc(OC)c2)cc1,-0.5,105,-19,104,-7,10,23,3,-4
CCOC(=O)C1CCCN(C2CC(=O)N(c3cccc(C)c3)C2=O)C1 (stereo not drawn),-2.7,99,17,99,-3,16,-8,-3,-6
CCOC(=O)Cn1nc(/C=C/c2ccc(C(C)C)cc2)ccc1=O,2.2,95,7,93,-4,-18,-10,-10,-31
O=[N+]([O-])c1ccccc1S(=O)(=O)Oc1ccc(C(=S)N2CCOCC2)cc1,-0.4,103,0,109,-1,7,-8,4,6
O=C(N/N=C/c1cccnc1)c1cc2c(ccc3ccccc32)o1,3.0,x,11,x,-3,27,-7,x,-10
COC(=O)c1ccccc1NC(=O)CN1CCN(c2ccccn2)CC1,0.4,96,4,83,-1,2,-12,-12,-29
Cc1c(C(=O)NC(C)c2ccc(-n3ccnc3)cc2)cccc1[N+](=O)[O-] (stereo not drawn),-0.4,100,9,106,-3,-17,-11,14,-2
O=S(=O)(NCCc1ccccc1)c1ccc(F)cc1,-2.0,100,-2,103,-6,-2,3,2,-7
CCc1ccccc1N(CC(=O)N1CCN(c2ccccc2)CC1)S(C)(=O)=O,-1.3,105,3,105,-6,9,-4,2,-32

Reprinted from the part before: three compounds, then new ones.
SMILES,CRFBP-R2 agonist,MEKK3 PB1 HTS,SUMO HTRF inh,MEKK2 WT-MEK5,GalR3 antagonist,CRFBP-R2 block,HCV NS3 hel inh,MEKK2 mut-MEK5,FID counter
Cc1c(C(=O)NC(C)c2ccc(-n3ccnc3)cc2)cccc1[N+](=O)[O-] (stereo not drawn),-0.4,100,9,106,-3,-17,-11,14,-2
O=S(=O)(NCCc1ccccc1)c1ccc(F)cc1,-2.0,100,-2,103,-6,-2,3,2,-7
CCc1ccccc1N(CC(=O)N1CCN(c2ccccc2)CC1)S(C)(=O)=O,-1.3,105,3,105,-6,9,-4,2,-32
COc1ccccc1C(=O)NC(CCSC)C(=O)OC(C)C(N)=O (stereo not drawn),-2.9,101,13,101,1,-3,2,-5,-1
CCOC(=O)c1ccc(NC(=S)Nc2ccc(C)cc2)cc1,-1.1,104,7,98,-2,2,3,1,-2
CCn1c(SCC(=O)NCc2cccs2)nnc1-c1ccco1,-1.1,98,25,97,-4,11,-17,-4,1
Nc1nonc1C(=O)N/N=C/c1ccc(Br)o1,-1.3,92,7,98,-4,7,-14,-3,-3
CN1C(=O)C(=O)/C(=C(/O)c2ccc(Br)cc2)C1c1ccc(F)cc1 (stereo not drawn),0.0,100,-6,98,-7,13,12,9,-23
CC(C)C(NC(=O)c1ccccc1NC(=O)c1ccco1)C(=O)NNC(=O)c1ccncc1 (stereo not drawn),-0.5,101,1,102,-1,9,2,5,-22
COc1ccc(C(C)=O)cc1Cn1nnc(-c2ccccc2Br)n1,-2.2,97,5,103,-8,16,-6,-1,-14
CC(C)N1C(=O)C2(OCCCO2)c2cc(Br)ccc21,0.3,100,4,104,-9,2,4,0,-16
N#Cc1sc(C(N)=O)c(-c2ccccc2)c1-c1ccccc1,-0.9,95,14,93,-10,-9,4,-15,-6
O=C1C(=O)N(Cc2cccnc2)C(c2cccc([N+](=O)[O-])c2)/C1=C(\O)c1ccc2c(c1)OCCO2 (stereo not drawn),-0.8,98,12,98,2,4,3,1,-58
CSCCC(NS(=O)(=O)c1ccc(Br)cc1)C(=O)OCC(=O)NC1CC1 (stereo not drawn),-2.5,97,21,95,5,-9,-3,-5,-13
N#Cc1ccc(NC(=O)CCc2nc3ccccc3s2)cc1,-5.7,95,-3,95,-3,2,-2,-3,-8
O=C(Nc1cccc(Cl)c1Cl)c1ccccc1NC(=O)C1CC=CCC1C(=O)O (stereo not drawn),-1.2,99,3,102,0,13,7,3,-55
CCSc1ccccc1C(=O)NCCCn1ccnc1,-1.4,99,11,97,-4,-12,-1,0,0
CCOc1ccc(N=C(/C(C(=O)C(=O)N2CCOCC2)=C(/O)c2ccccc2)c2ccccc2)cc1,-2.6,49*[inhibitor],-2,78,-5,3,6,-37,0
Cc1cc(NC(=O)CCC(=O)N(c2cccc(F)c2)C(C(=O)NC2CCCC2)c2ccccc2)no1 (stereo not drawn),0.0,102,11,102,-9,-13,-9,0,-44
C/C(CC(=O)Nc1ccc(Cl)c(C(F)(F)F)c1)=N\NC(=O)c1cnccn1,-0.3,104,23,100,-3,-4,-11,1,-4
S=C(NCCN1CCOCC1)NC1CCCC1,1.4,100,-4,101,-3,-19,4,0,-2
CCOc1ccc2nc3c(cc2c1)CN(CCOC)C(=NCCOC)S3,0.5,98,-27,94,-2,-74,-13,-2,-12
O=C(CCNC(=O)c1ccc([N+](=O)[O-])cc1)NCCCN1CCCC1=O,-0.9,97,18,103,-3,6,-3,4,0
CC1=NCCN1CCNC(=O)Nc1cc(C)cc(C)c1,0.6,100,5,107,-6,-5,-3,4,0
CCC(C)(C)n1nnnc1CN1CCc2ccccc21,-0.5,103,-1,106,-5,-13,-1,5,-4
BrC(=C\c1ccccc1)/C=N/N1CCN(c2ccccc2)CC1,3.0,102,-2,101,-8,4,-11,10,-21
CCCC(=O)C1=C(c2ccccc2)C(C#N)(C#N)C(C#N)=C1N,7.0,103,33,102,-4,-5,20,-1,-6
O=C(Nc1ncc(Cc2ccc(C(F)(F)F)cc2)s1)c1ccc(-c2cccc([N+](=O)[O-])c2)o1,-0.7,106,8,103,-1,7,-2,21,-7

Structures above that bear a hit mark in MEKK3 PB1 HTS:
SMILES	CRFBP-R2 agonist	MEKK3 PB1 HTS	SUMO HTRF inh	MEKK2 WT-MEK5	GalR3 antagonist	CRFBP-R2 block	HCV NS3 hel inh	MEKK2 mut-MEK5
Cc1ccc(NC(NC(=O)c2ccccc2[N+](=O)[O-])C(Cl)(Cl)Cl)cc1 (stereo not drawn)	-0.5	133*	-5	109	-9	-26	5	0
CCOc1ccc(N=C(/C(C(=O)C(=O)N2CCOCC2)=C(/O)c2ccccc2)c2ccccc2)cc1	-2.6	49*[inhibitor]	-2	78	-5	3	6	-37

Later entries
SMILES,CRFBP-R2 agonist,MEKK3 PB1 HTS,SUMO HTRF inh,MEKK2 WT-MEK5,GalR3 antagonist,CRFBP-R2 block,HCV NS3 hel inh,MEKK2 mut-MEK5,FID counter
COc1ccc(N(CC(=O)NCCC2=CCCCC2)S(=O)(=O)c2ccc(C)cc2)cc1OC,0.6,113,0,100,-7,-10,2,-1,-1
CCOC(=O)c1[nH]c2ccccc2c1NC(=O)c1ccc(S(=O)(=O)N2CCCCC2)cc1,-2.7,112,21,96,-4,-8,-23,-3,-22
Cc1nc(SCC(=O)Nc2ccccn2)n[nH]1,-2.4,100,-3,101,3,-4,3,-2,-2
CCOC(=O)c1cnc(-c2ccccc2)nc1-c1ccccc1,0.1,111,12,102,-1,-5,6,0,-2
Cc1occc1-c1nnc(SCC(=O)Nc2ccccc2-c2ccccc2)n1C,-1.0,104,2,109,-4,5,-4,5,-15
O=C(CNC(=O)/C(=C\c1ccccc1)NC(=O)c1ccc(Br)cc1)OCc1ccccc1,2.7,108,-13,103,4,1,-3,13,-20

Only part of the results is shown. The share of hits here may be higher or lower than overall.
